TRAIL sens C8: sensitizes caspase-8 expressing cells to TRAIL. NB7+C8 cells + TRAIL, ATPlite viability luminescence. inhibition (viability loss, TRAIL sensitization), % at 10 µM. 1% of 360,000 active;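 active = compounds causing at least 50% loss of cell viability in the single-dose screen, relative to plate controls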
NR5A2 inv ag: inverse agonists of human LRH-1 (NR5A2) | HEK293T StAR-luciferase reporter, LRH-1 transfected, 24 h | AID 602396 | inhibition, % at 3.6 µM | 0.13% of 360,000 active;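 active = inhibition above the mean inhibition of all tested compounds plus 3 SD, cut at about 73% in these data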;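 also: 0% = DMSO wells and 100% = reporter-only cells lacking LRH-1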
Target sequence (O00482 whole entry, looked up): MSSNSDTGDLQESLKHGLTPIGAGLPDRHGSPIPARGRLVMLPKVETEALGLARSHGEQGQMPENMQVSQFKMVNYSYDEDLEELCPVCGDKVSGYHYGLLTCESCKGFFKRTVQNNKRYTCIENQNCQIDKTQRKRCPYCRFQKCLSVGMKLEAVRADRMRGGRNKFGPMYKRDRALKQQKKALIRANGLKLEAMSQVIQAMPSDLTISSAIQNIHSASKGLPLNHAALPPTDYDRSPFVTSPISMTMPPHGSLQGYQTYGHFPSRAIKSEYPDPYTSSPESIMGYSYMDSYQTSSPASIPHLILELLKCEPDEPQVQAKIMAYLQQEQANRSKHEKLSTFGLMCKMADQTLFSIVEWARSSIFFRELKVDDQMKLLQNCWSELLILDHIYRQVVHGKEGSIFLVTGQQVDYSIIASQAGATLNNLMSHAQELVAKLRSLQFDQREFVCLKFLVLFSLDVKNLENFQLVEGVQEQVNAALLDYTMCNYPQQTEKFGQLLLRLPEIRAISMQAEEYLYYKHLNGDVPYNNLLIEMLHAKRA
Shn3 3UTR inh: inhibitors of Schnurri-3 3'UTR reporter in osteoblasts. Clone20 osteoblast Shn3 3'UTR firefly luciferase, 24 h. inhibition, % at 12.5 µM. 0.52% of 360,000 active;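 active = mean inhibition of at least 75% with every replicate also reaching 75%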;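 also: 0% = median of neutral control wells and 100% = pilot-screen positive control compound; some compounds past the cut are filed as inactive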
TROY signal inh: TROY signaling inhibition; Q293 LMP1-TROYcd NF-kB luciferase reporter, 4 h; inhibition, % at 10 µM; 0.98% of 360,000 active;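 active = compounds whose plate-normalised and pattern-corrected inhibition of the luciferase reporter signal at the single screening dose is 50% or more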
CF NFkB block: cystic fibrosis NF-kB activation inhibition. KKLEB NF-kB-GFP reporter, PAF-induced, GFP fluorescence overnight. inhibition, % at 5 µM. 0.86% of 360,000 active;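 active = at least 50% inhibition at 5 µM, scaled per plate between neutral and stimulator controls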;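 also: PAF is a Pseudomonas aeruginosa culture filtrate used as stimulus; plate controls were PAF-stimulated DMSO wells for no effect and unstimulated DMSO wells for full effect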
LMP1 NFkB inh: reduces LMP1-driven NF-kappaB luciferase signal | LMP1-induced NF-kappaB luciferase reporter cells, luminescence | inhibition, % at 12.5 µM | 0.69% of 350,000 active | AID 504558; in the data active = inhibition above about 41%;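 also: 0% = neutral control wells and 100% = reference inhibitor control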
SRC1 inh: inhibitors of human steroid receptor coactivator 1 (SRC1); Q15788; HEK293 GAL4-SRC1 luciferase reporter, luminescence; inhibition, % at 3.6 µM; 0.12% of 360,000 active;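 active = inhibition above the campaign mean plus 3 SD, with each screening campaign given its own cutoff, cut at about 60% in these data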;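 also: 0% = DMSO treated cells and 100% = gossypol at 36 µM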
SRC3 inh: inhibits human SRC3 coactivator; Q9Y6Q9; HEK293 GAL4-SRC3 luciferase reporter, luminescence; inhibition, % at 3.6 µM; 0.17% of 360,000 active; AID 588352;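 active = inhibition above a per-campaign cutoff, the mean of all compounds plus 3 SD, cut at about 60% in these data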;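 also: 0% = DMSO-treated cells and 100% = gossypol-treated cells at 36 µM; higher means less SRC3-driven luciferase light from the GAL4 reporter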
TWEAK-Fn14 inh: blocks TWEAK-Fn14 interaction in a reporter cell assay. inhibition, % at 10 µM. 2% of 360,000 active. AID 1159606. TWEAK-stimulated Fn14 reporter cells, luciferase luminescence, 8 h; in the data active = inhibition above about 50%
COUP-TFII inh: blocks human COUP-TFII nuclear receptor; P24468; HEK293T NGFI-A luciferase reporter, luminescence; inhibition, % at 8.6 µM; 0.7% of 370,000 active; AID 686940;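 active = inhibition above a per-plate cutoff, mean inhibition of test wells between control levels plus 3 SD, cut at about 38% in these data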;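 also: cells cotransfected with COUP-TFII expression vector driving the NGFI-A reporter; 0% = median of COUP-TF2 test wells and 100% = reporter-only cells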
Target sequence (P24468 whole entry, looked up): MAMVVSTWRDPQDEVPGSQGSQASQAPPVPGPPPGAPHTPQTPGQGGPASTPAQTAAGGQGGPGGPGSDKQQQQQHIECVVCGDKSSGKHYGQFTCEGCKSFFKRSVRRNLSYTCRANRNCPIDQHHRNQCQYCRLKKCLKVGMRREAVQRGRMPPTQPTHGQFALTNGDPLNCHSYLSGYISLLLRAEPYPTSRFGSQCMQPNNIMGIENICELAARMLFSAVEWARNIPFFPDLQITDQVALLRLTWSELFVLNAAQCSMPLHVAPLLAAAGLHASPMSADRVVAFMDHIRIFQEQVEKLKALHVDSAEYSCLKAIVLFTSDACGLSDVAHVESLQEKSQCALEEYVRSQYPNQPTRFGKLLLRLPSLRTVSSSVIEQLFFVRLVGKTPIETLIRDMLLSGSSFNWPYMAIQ
KKLEB tox: counter-screen for CF NF-kB inhibitors: cytotoxicity | 0.36% of 360,000 active | activity change (cytotoxicity), % at 5 µM | KKLEB CF airway cells viability, ATPlite luminescence, overnight; hits give low values; cells stimulated with P. aeruginosa culture filtrate;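 active = corrected activity change at or below -50% at 5 µM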
Starred values were filed as active, the others as inactive; x = not tested or not shown. This is a subset (hit frequency here may not be typical).

SMILES | TRAIL sens C8 | NR5A2 inv ag | Shn3 3UTR inh | TROY signal inh | CF NFkB block | LMP1 NFkB inh | SRC1 inh | SRC3 inh | TWEAK-Fn14 inh | COUP-TFII inh | KKLEB tox
OCCCNc1nc(-c2ccc(Cl)cc2)nnc1-c1ccccc1 | 0 | -91 | 3 | -69 | -8 | -8 | -10 | -25 | -28 | 9 | -6
O=C(Nc1ccc(Cl)cc1)C1CC=CCC1C(=O)OCC(F)(F)C(F)F (stereo not drawn) | -1 | -8 | -3 | -15 | 0 | -4 | -7 | -9 | -4 | 13 | -4
COc1cc(O)sc1C=Nc1ccc(Cl)cc1Cl | 6 | -10 | -10 | -35 | -48 | -99 | -1 | 7 | -33 | 5 | 19
O=C(NC1CCCC1)c1cc(-c2cccs2)on1 | 18 | -56 | -60 | -75 | -46 | -1 | -179 | -110 | -55 | -10 | 2
CC1CCCN(C(=O)CCCn2c(=S)[nH]c3ccccc3c2=O)C1 (stereo not drawn) | -13 | -4 | 5 | 1 | -4 | 0 | -11 | 10 | 3 | 14 | -7
C=CCC[C@@H](Cc1ccc(F)cc1)C(=O)OC[C@H](Cc1c[nH]c2ccccc12)NC(=O)[C@@H](CC=C)CC(=O)N[C@H](CO)Cc1ccccc1 | 5 | 14 | 11 | 14 | 9 | -3 | 5 | 15 | 20 | 0 | -4
CCCCC1=CC2=C(c3ccco3)C(=O)C(C)(OC(=O)c3ccc(OC)cc3)C(=O)C2=CN1C1CCCCC1 (stereo not drawn) | -8 | 17 | -4 | -5 | 13 | 4 | -19 | 9 | 5 | x | -17
C=C(C)c1cccc(C(C)(C)NC(=O)Nc2ccccc2OCC)c1 | -15 | -1 | -10 | 12 | 4 | -1 | 7 | 9 | -7 | -1 | 6
c1ccn(-c2ccc(-c3ccn[nH]3)cc2)c1 | 12 | -79 | -36 | -35 | 9 | -34 | -55 | -70 | -10 | -29 | -18
CCCn1nnc(NC(=O)c2ccc([N+](=O)[O-])cc2Cl)n1 | 1 | -25 | -33 | -32 | -6 | -7 | -48 | -28 | -16 | -17 | 6
C=CCNc1nnc(C)c2ccccc12 | 13 | 9 | 13 | -10 | -3 | 0 | 0 | 14 | 0 | -6 | 6
CCOC(=O)CSc1nnc(CNC(=O)c2ccc(OC)cc2)n1C1CCCCC1 | 0 | -23 | 8 | -9 | 8 | 3 | 2 | 5 | 10 | 13 | 6
CCOc1ccc(N2CC(C(=O)Nc3cccc(C(=O)NC4CC4)c3)CC2=O)cc1 (stereo not drawn) | 3 | 4 | -8 | 3 | 12 | 5 | 0 | -9 | 7 | -9 | 6
CCN(CCCCCN(C)C)Cc1cc2ccccc2o1 | 2 | -7 | -8 | -4 | 8 | -14 | 8 | 21 | -14 | 36 | -7
CCN(C(=O)COC(=O)c1ccc(S(=O)(=O)N2CCCc3ccccc32)cc1)C1CCS(=O)(=O)C1 (stereo not drawn) | -4 | 1 | 2 | 17 | -2 | -2 | -6 | -32 | -2 | 2 | 4
CC(=O)Nc1ccc(S(=O)(=O)NC(C)C(=O)OCC(=O)NC2CCCC2)cc1 (stereo not drawn) | -5 | -3 | -5 | 16 | -5 | -6 | 7 | -2 | 1 | 7 | -4
Cc1occc1-c1nnc(SCC(N)=O)o1 | 9 | -8 | -18 | -1 | 4 | 7 | -12 | 11 | -1 | 8 | 0
O=C(CCC(=O)Nc1cc(C(F)(F)F)ccc1Cl)N/N=C\c1cc([N+](=O)[O-])ccc1O | 5 | 0 | 49 | -3 | 26 | 19 | 6 | 8 | 6 | 6 | -18
COc1ccc(NC(=S)N2CCN(S(=O)(=O)c3ccccc3)CC2)cc1 | -5 | 5 | 18 | 11 | 9 | 10 | -9 | -32 | -13 | 12 | -13
CCOc1ccccc1-c1ccc(C(=O)NCc2ccc(Cl)cc2)o1 | -5 | 11 | x | 16 | x | x | x | x | 4 | 22 | x
CN(C)c1ccc(C=Nc2cnn(C)c2C(N)=O)cc1 | 6 | -24 | -26 | -29 | 6 | -3 | -27 | -14 | -12 | -9 | -3
CCc1ccc(OCC(=O)Oc2ccc([N+](=O)[O-])cc2)cc1 | 2 | 21 | -7 | 16 | -19 | -31 | 8 | -12 | 4 | -11 | -15
COc1ccccc1Nc1nc2ccc(C)cc2cc1C#N | 4 | -7 | -42 | 20 | -3 | -11 | 7 | -6 | 3 | 12 | -9
COc1cccc(/C(C#N)=C/c2c(-c3ccc(Cl)cc3)nc3c(C)cccn23)c1 | 2 | 5 | 18 | -2 | 14 | 12 | 10 | 0 | 25 | -2 | -7
Cc1ccc(C(=O)N/C(=C\c2ccco2)C(=O)NCCN2CCOCC2)cc1 | 9 | -13 | 3 | 0 | -10 | -11 | -24 | 6 | 36 | 11 | 8
NS(=O)(=O)c1ccc(-c2ccc(/C=C3\C(=O)Nc4cc(Cl)ccc43)o2)cc1 | 0 | -2 | 17 | -36 | -34 | 7 | 5 | 9 | -61 | 0 | 7
O=C(NN1C(=O)c2ccccc2C1=O)C1CCCCC1 | -2 | 4 | -1 | -8 | -4 | 1 | -6 | 13 | -30 | -9 | 16
Nc1c(Br)cc(Br)c2c1[nH]c(=O)c1ccccc12 | -9 | -8 | -3 | -16 | -82 | -19 | -11 | -12 | -30 | 5 | -4
COc1ccc2c(c1)c(=O)cc(C)n2CC(=O)NCc1ccco1 | -4 | 18 | 16 | 9 | -9 | -7 | 8 | 3 | 11 | 7 | 4
Nc1cc(N)nc(SCC(=O)N2CCc3ccccc32)n1 | -4 | -65 | -48 | x | 2 | -19 | -51 | -56 | 1 | -33 | 2
CCn1c(=S)[nH]c2sc3c(c2c1=O)CCCCC3 | 6 | -19 | -3 | 0 | -7 | 5 | -1 | 0 | 12 | 3 | 5
COc1ccc(S(=O)(=O)N2CCN(CC(O)COc3ccc(CC#N)cc3)CC2)cc1OC (stereo not drawn) | -13 | 8 | -12 | -4 | -5 | 11 | 2 | 15 | 7 | 13 | 1
CC(C)C[C@H]1CN([C@@H](Cc2ccccc2)CN2CCC[C@@H]2CN2C(=O)C(=O)NC[C@@H]2Cc2ccc(O)cc2)C(=O)C(=O)N1CC1CCCCC1 | -7 | -4 | 16 | 2 | -29 | x | 2 | 9 | 8 | -4 | 17
O=C(Cn1nc(Cc2cccnc2)c2ccccc2c1=O)NCC1COc2ccccc2O1 (stereo not drawn) | -6 | 14 | 5 | 0 | 17 | 0 | 6 | 10 | -2 | -9 | -10
CCc1nc2ccc(C(=O)Nc3cccc(OC)c3)cn2c1N(CC)Cc1cccc(Br)c1 | 13 | 0 | -29 | 3 | 32 | x | -6 | -40 | 5 | -2 | -8
Cc1ccc(/C=C(\C#N)C(=O)Nc2c(C)cccc2C)s1 | -11 | -3 | -10 | 19 | -9 | -4 | 14 | 23 | -18 | 10 | -5
CC(C)c1ccc(NC(=O)COC(=O)CC2CCCC2)cc1 | -11 | 2 | 8 | -21 | 13 | -4 | -31 | -1 | -19 | 0 | -4
COC(=O)c1ccc2c(=O)n(CCN3CCOCC3)c(SCC(=O)Nc3ccc(OC)cc3OC)nc2c1 | 23 | -5 | 3 | -2 | -21 | 5 | 16 | -19 | 28 | -2 | 5
COc1cc2c(cc1O)CCN(C(=O)CSc1nncn1C)[C@@H]2C | 5 | 5 | -3 | 2 | 10 | -1 | -2 | 5 | -8 | 5 | -2
COCCNC(=O)c1ccccc1NC(=O)CSc1ccc(C)cc1 | -9 | 1 | -3 | -18 | -7 | -2 | 9 | 14 | -19 | -6 | 5
O=C(c1cccc([N+](=O)[O-])c1)N(c1ccccn1)c1ccccn1 | -7 | -2 | 16 | 3 | 21 | -2 | -14 | 13 | 5 | 15 | -7
Cc1[nH]n(-c2ccccc2)c(=O)c1-c1cccc(Cl)c1 | 3 | 3 | 5 | -6 | 6 | 0 | 9 | 8 | 19 | 4 | -6
CCc1[nH]nc2c1C1(C(=O)N(Cc3ccccc3)c3ccccc31)C(C#N)=C(N)O2 (stereo not drawn) | -8 | -16 | 5 | 5 | 7 | -11 | -7 | 16 | 1 | 11 | 10
COc1ccc(/C=N/NC(=S)Nc2ccccc2)cc1COc1ccc(F)cc1F | 27 | 5 | 4 | -33 | -28 | -1 | -1 | 15 | -15 | -7 | 10
COc1cc(NC(=O)C2CCCN2C(=O)OCc2ccccc2)cc(OC)c1 (stereo not drawn) | 10 | -1 | -4 | -6 | 13 | 9 | 4 | 9 | 5 | 5 | -12
CCCCN(C(=O)c1cc(-c2ccco2)nc2ccccc12)c1c(N)n(CCCC)c(=O)[nH]c1=O | 3 | -13 | -2 | 18 | 0 | -2 | 11 | -49 | 20 | -3 | -1
COc1ccc(-c2c3c(=O)n(C)c(=O)n(C)c3cn2N2CCOCC2)cc1 | -12 | 11 | 11 | -14 | 18 | 2 | -13 | -9 | -7 | -9 | -17
Cc1cc(-c2ccccc2)n2nc(C)c(C#N)c2n1 | -14 | 17 | 1 | 17 | 0 | 2 | -13 | 1 | 1 | 6 | -3
CC(=O)Nc1ccccc1OCC(=O)N(Cc1ccccc1)C(C)C | 27 | 27 | 58 | 10 | 0 | 19 | -6 | 16 | 20 | 12 | 6
O=C(CSc1nnc(-c2cccs2)n1-c1ccccc1)N1CCCC1 | -8 | 9 | 2 | -10 | 0 | -2 | -3 | -4 | 5 | -1 | 2
COc1cccc(N2C(N)=NC(N)=NC2(C)C)c1 | 85* | -13 | -19 | -7 | -6 | -4 | -8 | -21 | 0 | 14 | -3
CCCOc1ccc(F)cc1-c1cc(C(=O)NCc2ccccc2)[nH]n1 | -8 | 5 | 12 | 2 | -2 | x | -5 | -9 | 7 | -5 | -5
CCN1C(=O)/C(=C\c2cccn2-c2ccc([N+](=O)[O-])cc2)N(CC)C1=S | 0 | 20 | 17 | 3 | -20 | -6 | -9 | 11 | -52 | -1 | -14
CCC(C)[C@H]1CNC(=S)N1CCc1cc(C(F)(F)F)cc(C(F)(F)F)c1 (stereo partly drawn) | 9 | -1 | 97* | -13 | 20 | 7 | 1 | 16 | -9 | -4 | 0
CCOc1ccc(-n2c(-c3ccco3)n[nH]c2=S)cc1 | -1 | 7 | -13 | 17 | 4 | -10 | -11 | 4 | 14 | -3 | 18
CC(=O)N1CCOc2ccc(S(=O)(=O)N3CCN(c4cccc(C(F)(F)F)c4)CC3)cc21 | 8 | 26 | 41 | 14 | 1 | -9 | -10 | 17 | -8 | -16 | 13
O=C1NC(=O)C(CC(=O)N(Cc2ccco2)C2(C(=O)NC3CCCC3)CCCCC2)N1 (stereo not drawn) | 22 | 9 | 3 | 2 | -4 | 0 | 5 | 18 | -6 | -2 | 14

Screening data as filed in PubChem.
